Screening data as filed in PubChem BioAssay.
Dicer processing – inhibitors of human Dicer processing of pre-microRNA; Q9UPY3; AID 1347074; hit rate 6% among 47,000; z-score at 25 µM; cat-ELCCA pre-miR-21 Dicer processing, chemiluminescence; hits give high values; in the data active means z-score above about 3, passing the limit was not always enough;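 further: plate controls were vehicle for no effect and no enzyme for full effect; higher signal means more uncleaved substrate so more Dicer inhibition; strong numbers were not always called active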
Target sequence (Q9UPY3 whole entry, looked up): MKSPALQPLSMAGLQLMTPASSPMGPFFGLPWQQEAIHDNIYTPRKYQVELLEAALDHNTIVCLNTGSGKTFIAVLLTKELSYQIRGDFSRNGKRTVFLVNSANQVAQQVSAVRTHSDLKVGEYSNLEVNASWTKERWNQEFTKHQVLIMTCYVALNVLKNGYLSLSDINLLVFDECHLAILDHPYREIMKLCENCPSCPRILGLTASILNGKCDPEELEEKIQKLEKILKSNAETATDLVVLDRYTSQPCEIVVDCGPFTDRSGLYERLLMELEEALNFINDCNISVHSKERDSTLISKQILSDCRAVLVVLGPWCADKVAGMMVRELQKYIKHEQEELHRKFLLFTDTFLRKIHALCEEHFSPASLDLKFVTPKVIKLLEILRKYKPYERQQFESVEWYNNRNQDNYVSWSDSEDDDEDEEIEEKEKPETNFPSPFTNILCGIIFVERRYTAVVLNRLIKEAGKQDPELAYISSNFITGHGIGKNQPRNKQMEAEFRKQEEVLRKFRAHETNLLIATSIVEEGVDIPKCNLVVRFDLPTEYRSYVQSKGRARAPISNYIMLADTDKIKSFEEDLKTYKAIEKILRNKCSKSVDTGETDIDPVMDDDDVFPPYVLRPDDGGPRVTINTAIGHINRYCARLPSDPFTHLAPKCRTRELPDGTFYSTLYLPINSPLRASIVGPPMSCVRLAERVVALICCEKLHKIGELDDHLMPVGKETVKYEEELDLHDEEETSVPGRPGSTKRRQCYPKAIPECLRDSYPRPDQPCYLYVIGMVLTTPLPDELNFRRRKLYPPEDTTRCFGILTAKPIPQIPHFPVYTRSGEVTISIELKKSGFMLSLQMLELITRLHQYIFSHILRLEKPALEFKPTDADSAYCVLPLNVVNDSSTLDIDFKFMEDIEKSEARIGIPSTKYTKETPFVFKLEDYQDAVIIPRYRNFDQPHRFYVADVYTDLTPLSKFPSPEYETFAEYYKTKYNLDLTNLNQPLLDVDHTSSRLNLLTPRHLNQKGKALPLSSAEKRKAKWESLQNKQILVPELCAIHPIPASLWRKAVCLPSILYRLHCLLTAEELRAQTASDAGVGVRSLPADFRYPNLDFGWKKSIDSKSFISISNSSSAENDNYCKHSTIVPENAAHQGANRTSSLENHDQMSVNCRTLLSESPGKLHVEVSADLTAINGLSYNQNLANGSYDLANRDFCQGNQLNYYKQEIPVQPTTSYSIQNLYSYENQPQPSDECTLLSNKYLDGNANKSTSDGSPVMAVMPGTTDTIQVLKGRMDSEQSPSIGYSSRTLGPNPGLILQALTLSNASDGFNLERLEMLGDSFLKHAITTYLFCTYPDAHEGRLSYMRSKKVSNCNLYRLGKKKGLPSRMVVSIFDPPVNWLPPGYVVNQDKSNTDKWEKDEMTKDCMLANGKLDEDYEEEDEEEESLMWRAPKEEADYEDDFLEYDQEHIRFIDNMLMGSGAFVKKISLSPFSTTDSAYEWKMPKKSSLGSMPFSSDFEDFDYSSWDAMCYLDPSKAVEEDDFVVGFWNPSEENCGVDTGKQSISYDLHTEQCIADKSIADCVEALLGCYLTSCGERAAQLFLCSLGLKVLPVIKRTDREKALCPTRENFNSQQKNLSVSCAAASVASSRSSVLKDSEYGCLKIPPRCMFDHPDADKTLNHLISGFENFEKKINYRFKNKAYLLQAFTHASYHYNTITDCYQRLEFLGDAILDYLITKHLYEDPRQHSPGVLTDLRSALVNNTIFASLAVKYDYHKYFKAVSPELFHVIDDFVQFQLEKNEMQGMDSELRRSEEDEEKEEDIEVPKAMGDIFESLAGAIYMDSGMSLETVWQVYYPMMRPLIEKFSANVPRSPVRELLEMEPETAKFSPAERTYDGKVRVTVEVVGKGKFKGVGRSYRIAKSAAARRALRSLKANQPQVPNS
Active calls of the source: *; & = joins results of further samples. This is a subset, so the mix of outcomes need not match the whole.

The first 18 entries (preview)
For CC(=O)Oc1ccc2c(c1)oc(=O)c1c3cc(OC(C)=O)c(OC(C)=O)cc3oc21 the results were Dicer processing 0.8.
Screening CC(=O)c1nn(-c2ccccc2)cc1C#N returned Dicer processing 0.09.
Screening CCC(=O)Oc1ccc2nc(-c3ccc(C)c(C)c3)oc(=O)c2c1 returned Dicer processing -2.7.
`COc1ccc(Br)cc1C1C(C(=O)OC2CCCC2)=C(C)NC2=C1C(=O)CC(C)(C)C2` (stereo not given) gave Dicer processing -0.17.
For CS(=O)(=O)CCSc1ncccc1C(=O)NCc1cccs1 the results were Dicer processing 1.9.
`CCN1C(=O)C2(/C(=C(/O)c3ccc(OC)c(C)c3)C(=O)C(=O)N2CC2CCCO2)c2ccccc21` (stereo not given) gave Dicer processing -0.15.
Screening c1ccc(CNc2nc3cccnc3s2)cc1 returned Dicer processing 0.59.
CCc1nc(-c2cc3ccccc3[nH]c2=O)no1 was read as Dicer processing -0.04.
Screening CC(C)(C)c1cc(-c2csc(CS(=O)(=O)C(C)(C)C)n2)cc(C(C)(C)C)c1O returned Dicer processing -1.5.
`CCOC(=O)c1oc2ccccc2c1CO` gave Dicer processing -0.55.
Screening Cc1ccc(Sc2c(-c3ccccc3)nc3ncccn23)cc1 returned Dicer processing -0.52.
Screening CCNC(=O)c1c(-c2ccccc2)noc1C returned Dicer processing 1.4.
COc1ccc(NC(=O)CC2(CC(=O)O)CCCC2)c(N2CCOCC2)n1 was read as Dicer processing 1.2.
`CC1CCc2c(sc3nnn(CC(=O)N4CCOCC4)c(=O)c23)C1` (stereo not given) gave Dicer processing 1.4.
c1ccc2c(c1)Nc1nc3ccccc3nc1N2 was read as Dicer processing -0.21.
For Fc1ccc(CSc2nnc([C@@H]3CCCN3)o2)cc1 the results were Dicer processing -0.26.
`CCC(Sc1nnc2sc3ccccc3n12)C(=O)O` (stereo not given) gave Dicer processing 0.69.
`O=C(CN1CC(=O)Oc2ccccc21)OCC(=O)c1ccc(F)cc1` gave Dicer processing -0.31.

The whole of this part, previewed entries included:
For CC(=O)Oc1ccc2c(c1)oc(=O)c1c3cc(OC(C)=O)c(OC(C)=O)cc3oc21 the results were Dicer processing 0.8.
Screening CC(=O)c1nn(-c2ccccc2)cc1C#N returned Dicer processing 0.09.
Screening CCC(=O)Oc1ccc2nc(-c3ccc(C)c(C)c3)oc(=O)c2c1 returned Dicer processing -2.7.
`COc1ccc(Br)cc1C1C(C(=O)OC2CCCC2)=C(C)NC2=C1C(=O)CC(C)(C)C2` (stereo not given) gave Dicer processing -0.17.
For CS(=O)(=O)CCSc1ncccc1C(=O)NCc1cccs1 the results were Dicer processing 1.9.
`CCN1C(=O)C2(/C(=C(/O)c3ccc(OC)c(C)c3)C(=O)C(=O)N2CC2CCCO2)c2ccccc21` (stereo not given) gave Dicer processing -0.15.
Screening c1ccc(CNc2nc3cccnc3s2)cc1 returned Dicer processing 0.59.
CCc1nc(-c2cc3ccccc3[nH]c2=O)no1 was read as Dicer processing -0.04.
Screening CC(C)(C)c1cc(-c2csc(CS(=O)(=O)C(C)(C)C)n2)cc(C(C)(C)C)c1O returned Dicer processing -1.5.
`CCOC(=O)c1oc2ccccc2c1CO` gave Dicer processing -0.55.
Screening Cc1ccc(Sc2c(-c3ccccc3)nc3ncccn23)cc1 returned Dicer processing -0.52.
Screening CCNC(=O)c1c(-c2ccccc2)noc1C returned Dicer processing 1.4.
COc1ccc(NC(=O)CC2(CC(=O)O)CCCC2)c(N2CCOCC2)n1 was read as Dicer processing 1.2.
`CC1CCc2c(sc3nnn(CC(=O)N4CCOCC4)c(=O)c23)C1` (stereo not given) gave Dicer processing 1.4.
c1ccc2c(c1)Nc1nc3ccccc3nc1N2 was read as Dicer processing -0.21.
For Fc1ccc(CSc2nnc([C@@H]3CCCN3)o2)cc1 the results were Dicer processing -0.26.
`CCC(Sc1nnc2sc3ccccc3n12)C(=O)O` (stereo not given) gave Dicer processing 0.69.
`O=C(CN1CC(=O)Oc2ccccc21)OCC(=O)c1ccc(F)cc1` gave Dicer processing -0.31.
`S=c1[nH]nc(-c2ccccc2Cl)n1C1CCCCC1` gave Dicer processing 0.48.
CCOC(=O)c1cn[nH]c1NC(=S)Nc1ccc(OC)cc1 was read as Dicer processing 1.4.
`CCc1c(C)c(C#N)c2nc3ccccc3n2c1NCCCN(C)C` gave Dicer processing 15.
Screening COc1cc(OC)cc(-c2nc3n(n2)C(c2ccccc2)C2=C(CCCC2=O)N3)c1 (stereo not given) returned Dicer processing 2.4.
`COc1cccc(Oc2coc3cc(OC(=O)N4CCOCC4)ccc3c2=O)c1` gave Dicer processing 0.26.
Screening O=C(Nc1nc2ccccc2c(=O)s1)c1ccccc1 returned Dicer processing 1.
C[C@]12C=CC(=O)C=C1CC[C@@H]1C2=CC[C@]2(C)[C@@H](C(=O)CN3CCN(c4cc(N5CCCC5)nc(N5CCCC5)n4)CC3)CC[C@@H]12 was read as Dicer processing -1.7.
CO/N=C1\CCCc2c(C(=O)N/N=C/C(C)(C)C)sc(SC)c21 was read as Dicer processing 1.5.
For CCOC(=O)C1=C(Nc2ccccc2)OCC1=O the results were Dicer processing 0.85.
OCC1OC(Nc2ccc(Cl)cc2)C(O)C(O)C1O (stereo not given) was read as Dicer processing 3.4*.
Screening COc1ccc(C(C[N+](=O)[O-])c2c(N)n(C)c(=O)n(C)c2=O)cc1 (stereo not given) returned Dicer processing -2.
Screening N=C(N)Cc1c(Cl)cccc1Cl returned Dicer processing 1.1.
`CCSCCOC(=O)C1=C(C)NC2=C(C(=O)CC(c3ccc(OC)cc3)C2)C1c1cccc(O)c1` (stereo not given) gave Dicer processing 1.1.
Screening Cc1nn(-c2ccccc2)nc1CNS(=O)(=O)CS(C)(=O)=O returned Dicer processing -0.54.
Screening Cc1cc(C)n(-c2ccc(N3CCC(C)CC3)nn2)n1 returned Dicer processing -0.61.
`CCOC(=O)c1c(-c2ccccc2)oc2ccc(OC(=O)c3ccco3)cc12` gave Dicer processing 2.5.
`CN(C)/C=C/C=C1\N=C(c2ccccc2)OC1=O` gave Dicer processing 0.68.
For CCCc1cc(=O)[nH]c(SCc2ccc(Br)cc2)n1 the results were Dicer processing 0.47.
For Oc1ccc(Cl)cc1C1=NN2C(C1)c1ccccc1OC2c1ccncc1 (stereo not given) the results were Dicer processing -0.87.
Cc1nc2nc(C(F)(F)F)[nH]n2c(=O)c1CCC(C)C was read as Dicer processing -2.4.
For Cc1ccc2nc(C3C(=O)c4cccc5cccc(c45)C3=O)ccc2c1 the results were Dicer processing 1.6.
For O=C(Nc1ccncc1)c1cc([N+](=O)[O-])ccc1Sc1ccc(Cl)cc1 the results were Dicer processing -1.2.
For COc1ccc(C(=O)CC2(O)C(=O)N(C)c3ccccc32)cc1OC (stereo not given) the results were Dicer processing -0.13.
For O=C(c1cccc(Cl)c1)N1CCn2c1nc1ccccc12 the results were Dicer processing -1.6.
Cn1ccnc1 was read as Dicer processing -0.22.
C=CCNC(=O)NC(=O)c1csc([N+](=O)[O-])c1 was read as Dicer processing 1.
Nc1cc(=O)n(Cc2ccccc2F)c(=O)n1-c1ccccc1F was read as Dicer processing -1.5.
For CS(=O)(=O)n1nccc1-c1ccc(-c2ccc(F)cc2F)o1 the results were Dicer processing -0.29.
Screening O=C(O)CCc1nc2ccccc2n1CCC(=O)O returned Dicer processing -0.27.
Nc1ncnc(SCc2ccc(Cl)cc2)n1 was read as Dicer processing -1.7.
`CCN(CC)c1ccc(C2C(C(=O)OC(C)C)=C(C)Nc3nc4ccccc4n32)cc1` (stereo not given) gave Dicer processing -1.5.
`Cn1c(SCC(=O)Nc2cccc(C(F)(F)F)c2)nnc1-c1cncc(C#Cc2ccccc2)c1` gave Dicer processing 0.25.
Cc1ccc2nc(NC3=NCN(CC4CCCO4)CN3)nc(C)c2c1 (stereo not given) was read as Dicer processing 2.1.
Cc1cc(NC(=O)C2COc3ccccc3O2)no1 (stereo not given) was read as Dicer processing 2.2.
`Cc1cc(C)c(-n2c(SCc3nc(COc4ccc([N+](=O)[O-])cc4)no3)n[nH]c2=O)c(C)c1` gave Dicer processing 1.2.
For CN1C2CCC1CC(OC(=O)c1c[nH]c3ccccc13)C2 (stereo not given) the results were Dicer processing -1.2.
`NS(=O)(=O)c1cc2c(cc1Cl)NCNS2(=O)=O` gave Dicer processing 0.43.
`CC(=O)OCCNc1cc(C)c2noc3c2c1C(=O)c1ccccc1-3` gave Dicer processing -0.47.
Screening O=S(=O)(c1ccc(F)cc1)N(CCO)CC(O)Cn1c2ccccc2c2ccccc21 (stereo not given) returned Dicer processing 0.07.
Screening COc1cc2c(c3c1C(=O)CC(c1ccccc1)O3)C=CC(C)(C)O2 (stereo not given) returned Dicer processing -1.6.
`Oc1ccc2ncccc2c1C(Nc1ccccn1)c1ccc(Br)cc1` (stereo not given) gave Dicer processing 1.4.
C=CCOc1ccc(C2C(C#N)=C(N)Oc3cc(O)ccc32)cc1Cl (stereo not given) was read as Dicer processing 13.
For CC(C)NCC(O)COc1cccc2ccccc12 (stereo not given) the results were Dicer processing -1.7&0.1.
For Cc1ccc(CNC(=S)N(C)C)cc1 the results were Dicer processing -0.69.
For ON(Cc1ccccc1)Cc1ccccc1 the results were Dicer processing -0.28.
N#Cc1c(OCC(F)(F)F)ccc(C(N)=O)c1OCC(F)(F)F was read as Dicer processing 1.5.
Screening CCOc1cc(S(=O)(=O)Nc2ccccn2)ccc1F returned Dicer processing 0.47.
Screening COc1nc(N(C)S(=O)(=O)c2ccc(C)cc2)nc(C)c1Br returned Dicer processing 0.97.
Cn1c(=O)c(C#N)cn(-c2ccccc2)c1=O was read as Dicer processing 0.15.
`Cc1ccc(S(=O)(=O)Nc2cc(Cl)c(O)c3ncccc23)cc1` gave Dicer processing 8.6*.
Screening CCN(CC)c1ccc(Nc2nc(-c3c(C)nc4ncccn34)cs2)cc1 returned Dicer processing 4.1*.
Screening O=C(CSc1nnc2scc(-c3ccc(Cl)cc3)n12)c1ccc2c(c1)OCO2 returned Dicer processing -0.26.
Screening O=C(Nc1c(C(=O)c2ccccc2)oc2ccccc12)c1ccccc1F returned Dicer processing 0.45.
COc1ccccc1-c1nc(-c2ccc(Cl)cc2)no1 was read as Dicer processing 0.09.
CC1(C(=O)O)NC(c2ccc(O)cc2O)C2C(=O)N(c3ccc(Br)cc3)C(=O)C21 (stereo not given) was read as Dicer processing 5*.
For O=C(NCC1CCCO1)N1CCOCC1 (stereo not given) the results were Dicer processing -0.5.
Cc1ccc2nc(-c3cccc4ccccc34)[nH]c2c1 was read as Dicer processing 0.27.
Screening COC(=O)C(Cc1cccc(C)n1)(c1ccccc1)c1ccccc1 returned Dicer processing -0.1.
For Cn1nc(-c2ccccc2)cc1NC(=O)c1ccccc1 the results were Dicer processing -0.2.
Screening O=C(Nc1ccc(Cl)cc1)N1CCOC1c1cccs1 (stereo not given) returned Dicer processing 4.2*.
`O=C1/C(=C\c2ccccc2)N=C(c2ccccc2)N1c1ccccc1` gave Dicer processing -0.09.
`Cc1c(Cl)cccc1NC(=S)NNC(=O)CC#N` gave Dicer processing 0.63.
For O=C(Nc1c(S(=O)(=O)c2ccc(Cl)cc2)csc1Br)c1ccccc1Cl the results were Dicer processing -0.57.
`NC(/C=C/c1cc(C(F)(F)F)cc(C(F)(F)F)c1)=N\O` gave Dicer processing -0.33.
Cc1cc(C)c2c(=O)[nH]n(C3CCOC(C)(C)C3)c2n1 (stereo not given) was read as Dicer processing -0.93.
For S=c1[nH]nc(-c2cccc(Cl)c2)o1 the results were Dicer processing -0.84.
`Cc1cc(C)n(-c2ccccc2)c2nn(-c3ccccc3)c(=O)c1-2` gave Dicer processing -0.91.
`C/C(=N\OC(=O)c1ccc(Cl)cc1)c1nnn(-c2cc(C(F)(F)F)cc(C(F)(F)F)c2)c1C` gave Dicer processing 0.47.
O=C(/C(N=Nc1ccc(Cl)cc1Cl)=C(/O)c1cccs1)C(F)(F)F was read as Dicer processing 0.69.
COc1ccccc1-c1oc2ccccc2c(=O)c1O was read as Dicer processing 2.9.
`CN(C(=O)Nc1ccc(C(C)(C)C)cc1)C1CCCCC1` gave Dicer processing -0.5.
For O=C1C2C3c4ccccc4C(C(=O)O)(c4ccccc43)C2C(=O)N1c1cccc(Cl)c1 (stereo not given) the results were Dicer processing -0.2.
Screening CC(C)OC(=O)CSc1nnc(-c2ccccc2)o1 returned Dicer processing 0.79.
`CN(C)S(=O)(=O)Oc1ccc(C#N)cc1` gave Dicer processing 3.
Screening Cc1ccccc1-n1c(N)cc(=O)n(Cc2cccs2)c1=O returned Dicer processing -1.1.
Screening CCOC(=O)c1sc(N2C(=O)C(O)=C(C(=O)c3ccco3)C2c2ccc(C)cc2)nc1C (stereo not given) returned Dicer processing 2.7.
For COc1ccc(-c2nnsc2N)cc1 the results were Dicer processing 0.86.
Screening CN1C(=O)C(O)(CC(=O)c2cccc(Br)c2)c2ccccc21 (stereo not given) returned Dicer processing 2.5.
For CCOC(=O)CC(=O)CSc1nc(C)c(C)c(C)c1C#N the results were Dicer processing 0.68.
Screening COc1cc(S(=O)(=O)n2cnc(C)c2)ccc1F returned Dicer processing -0.39.
`Cc1cc2nc(SCCN3CCCCC3)[nH]c2cc1C` gave Dicer processing -0.68.
For CCOC(=O)c1ccc(-n2nc(C(C)(C)C)cc2C(C)(C)C)cc1 the results were Dicer processing -0.55.
`COc1nc(-c2ccc(Cl)cc2)ccc1-c1noc(C)n1` gave Dicer processing 0.96.
Screening CC(C)(CCO)Nc1ccc(C(F)(F)F)cc1[N+](=O)[O-] returned Dicer processing 2.7.
COc1cc2c(cc1OC)C(C)N(C(=O)c1cc3n(n1)C(C(F)(F)F)CC(c1ccco1)N3)CC2 (stereo not given) was read as Dicer processing 1.
Screening O=C(O)c1ccc(-c2ccc(Br)cc2)cc1 returned Dicer processing 0.42.
N#Cc1c(-c2cccs2)nc(Nc2ccccc2)[nH]c1=O was read as Dicer processing 0.16.
